# VEEV TC-83 Vero – inhibitors of VEEV TC-83 cytopathic effect, confirmation, Vero cells (AID 588727). Vero cells, VEEV TC-83 cytopathic effect inhibition; higher % means a stronger effect. 0.13% of 350,000 active. one-dose inhibition, % at 20 µM; IC50 in µM for titrated hits; in the data active = a potency from the dose series; inconclusive = inhibition mostly from about 14% at the one dose, without a potency; inactive = the rest, 99 in 100 with inhibition below about 12%; also: strong numbers were not always called active
# M. tuberculosis HTS – M. tuberculosis growth inhibition, HTS (AID 449762) | M. tuberculosis H37Rv growth inhibition, 7H9 media; higher % means a stronger effect | one-dose inhibition, % at 25 µM; IC50 in µM for titrated hits | 0.59% of 330,000 active; in the data active = a potency from the dose series; inconclusive = inhibition above about 70% without an active follow-up result;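 also: bacterial growth assessed after seven days of incubation; strong numbers were not always called active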
# PhoP GFP inhibition – Inhibition of PhoP regulon, Salmonella typhi GFP reporter cells, confirmation, 4 h (AID 1850); one-dose inhibition, % at 50 µM; IC50 in µM for titrated hits; 0.33% of 310,000 active; Salmonella Typhi PhoP-promoter GFP reporter, fluorescence, 4 h; higher % means a stronger effect; in the data active = a potency from the dose series; inconclusive = inhibition mostly from about 25% at the one dose, without a potency; inactive = the rest, 99 in 100 with inhibition below about 19%;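 also: 0% = induced wells with vehicle and 100% = uninduced wells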
# influenza NS1A – H1N1 influenza NS1A inhibitors, functional cell based assay (AID 504329). NS1A functional cell-based assay, percent inhibition; higher % means a stronger effect. inhibition, % at 12.5 µM, or IC50 in µM where a hit was titrated. 0.3% of 340,000 active; in the data active = a potency from the dose series; inconclusive = inhibition above about 27% without an active follow-up result; also: strong numbers were not always called active
# M. tuberculosis – growth inhibition of non-replicating M. tuberculosis (AID 488890); 0.39% of 320,000 active; Mycobacterium tuberculosis non-replicating, growth inhibition; higher % means a stronger effect; one-dose inhibition, % at 25 µM; IC50 in µM for titrated hits; in the data active = a potency from the dose series; inconclusive = inhibition mostly from about 82% at the one dose, without a potency; inactive = the rest, 99 in 100 with inhibition below about 76%;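 also: plate controls were DMSO cells for no effect and high antibiotic wells for full effect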
# VEEV TC-83 Vero 10K pilot screen – second read-out of VEEV TC-83 Vero, no call of its own (marks repeat the call); inhibition, %; measured here: 10K pilot screen inhibition
# The depositor's hits bear a star; i = inactive; ? = inconclusive; . = not tested or not shown.
SMILES,VEEV TC-83 Vero,M. tuberculosis HTS,PhoP GFP inhibition,influenza NS1A,M. tuberculosis,others
O=C(O)C1CSC2(c3ccc(F)cc3)CCC(=O)N12 (stereo unspecified),0.5%,0%,-5%,-6%,2%,
CN(C)CCCOC(=O)N1c2ccccc2C=Cc2ccccc21,i,-6%,-4%,-12%,-12%,
Cc1cc(=O)[nH]c(SCC(=O)Nc2nc3c(s2)CCCC3)n1,4.0%,4%,7%,-5%,19%,
Cc1nc(SCC(=O)N2CCCCCC2)[nH]c(=O)c1C,1.5%,0%,0%,-12%,-3%,
COC(=O)C1=C(c2ccc(C(C)=O)cc2)C[C@@H]2CC[C@H]1N2C(=O)NCc1ccco1,0.3%,-5%,.,0%,-8%,
COC(=O)c1ccccc1NC=C1C(=O)OC2(CCCCC2)OC1=O,0.2%,3%,-4%,-2%,10%,
CCc1ccc2nc(N3C(=O)C(O)=C(C(=O)c4ccco4)C3c3cccs3)sc2c1 (stereo unspecified),1.4%,83µM*,-12%,-2%,0%,
O=S(=O)(Nc1ccc2nc(C(F)(F)F)[nH]c2c1)c1ccccc1,0.9%,-11%,-5%,3%,19%,
O=C(NNC(=O)c1ccc2ccccc2c1O)NC1CCCCC1,2.2%,-7%,-4%,6%,-22%,
CCOC(=O)/C(C#N)=C1/C=CN(Cc2ccccc2)C=N1,2.8%,10%,-9%,-1%,3%,
COc1ccccc1C(=O)Nc1ccc(C)c(S(=O)(=O)N2CCCCC2)c1,5.2%,.,.,-4%,.,
CN(c1ccccc1C(=O)Nc1cccc(Cl)c1Cl)S(C)(=O)=O,i,7%,-11%,6%,9%,
O=C(Nc1cccc(Cl)c1N1CCCC1)c1cc2ccccc2o1,1.8%,59%,-5%,-30%,72%,
Cc1cccc(Nc2nc3c(S(=O)(=O)c4ccccc4)nnn3c3ccccc23)c1C,0.8%,6%,-10%,-5%,-3%,
O=C(NNC1=C(C(=O)C(F)(F)F)CCC1)c1ccc(Cl)cc1,1.5%,22%,5%,0%,?,
O=C(COC(=O)c1ccc(F)c(S(=O)(=O)N2CCOCC2)c1)NCc1ccco1,i,-3%,-9%,-1%,-8%,
CCOc1ccc(NC(=O)CN(C)C(=O)c2c(-c3ccccc3)noc2C)cc1OCC,1.5%,-10%,.,-14%,-15%,
Cc1ccc(NC(=O)N/C=C/c2ccc(Cl)cc2)cc1,0.6%,3%,-5%,-10%,11%,
CCOc1ccc(CNC(=O)CCCN2C(=O)C(c3ccccc3)Oc3cccnc32)cc1 (stereo unspecified),1.9%,-5%,-4%,-6%,2%,
O=C1N/C(=N\S(=O)(=O)Cc2ccccc2)S/C1=C/c1cc([N+](=O)[O-])ccc1O,0.3%,-9%,-1%,1%,-1%,

# A draw from above in order of length of the SMILES, ascending.
SMILES,VEEV TC-83 Vero,M. tuberculosis HTS,PhoP GFP inhibition,influenza NS1A,M. tuberculosis,others
O=C(O)C1CSC2(c3ccc(F)cc3)CCC(=O)N12 (stereo unspecified),0.5%,0%,-5%,-6%,2%,
O=C(NNC(=O)c1ccc2ccccc2c1O)NC1CCCCC1,2.2%,-7%,-4%,6%,-22%,
COC(=O)C1=C(c2ccc(C(C)=O)cc2)C[C@@H]2CC[C@H]1N2C(=O)NCc1ccco1,0.3%,-5%,.,0%,-8%,

# Further records follow:
SMILES,VEEV TC-83 Vero,M. tuberculosis HTS,PhoP GFP inhibition,influenza NS1A,M. tuberculosis,others
CSc1ccc(C2CC(=O)Nc3c2c(=O)n(C)c(=O)n3C)cc1 (stereo unspecified),0.5%,-4%,12%,8%,-5%,
O=C(CSc1n[nH]c(=O)n1C1CC1)Nc1ccccc1,1.9%,-4%,-5%,-7%,-16%,
c1ccc2c(c1)CCc1snnc1-2,0.1%,0%,-4%,-2%,4%,
Cc1cccc(-c2nnc3sc(-c4ccccc4C)nn23)c1,i,?,-9%,10%,i,
O=S(=O)(c1ccc(=S)[nH]c1)N1CCCC1,2.0%,0%,.,10%,-9%,
C/C(=N\OC(=O)c1ccc(F)cc1)c1sc(-c2ccccc2)nc1C,3.4%,61%,-3%,-11%,65%,
COc1ccc2nc(N3CCCC(C(=O)NCCCN4C(C)CCCC4C)C3)sc2c1 (stereo unspecified),1.2%,0%,3%,1%,0%,
O=C(NCCc1ccccc1)c1cccc(NC(=O)c2ccccc2)c1,4.9%,.,.,-9%,.,
O=c1ccc2cc(S(=O)(=O)N3CCN(c4ccccc4)CC3)ccc2o1,0.7%,0%,2%,6%,-12%,
CCCCOc1ccc(N(CC(=O)NCCOC)C(=O)CCC(=O)Nc2ccccn2)cc1,0.8%,1%,-7%,-4%,8%,
O=C(CNC(=O)C(c1ccccc1)c1ccccc1)N/N=C\c1ccc2c(c1)OCO2,0.7%,1%,11%,-4%,9%,
O=Cc1cn(Cc2c(F)cccc2Cl)nc1-c1ccccc1,0.8%,12%,0%,-15%,20%,
COc1cc(NC(=O)c2cc(-c3ccccc3Cl)on2)cc(OC)c1OC,5.1%,9%,-1%,-3%,54%,
O=C(COC(=O)c1ccc(F)cc1F)Nc1ccc(Cl)cn1,i,-7%,.,-7%,72%,
Cc1ccc(C(=O)NNC2=Nc3cccc4cccc2c34)cc1,1.9%,?,-5%,-5%,-13%,VEEV TC-83 Vero 10K pilot screen=2.9
Cc1ccc(C(=O)COC(=O)CSc2cccc3cccnc23)c(C)c1,0.6%,60%,-4%,5%,?,
CSCCC(N=C1NS(=O)(=O)c2ccccc21)C(=O)N1CCCC(C(N)=O)C1 (stereo unspecified),i,-6%,-6%,-2%,-24%,
O=c1[nH]c2ccc(Cl)cc2c(-c2ccccc2)c1N1CCN(CCO)CC1,2.5%,.,-2%,-6%,.,
Nc1c(Cl)cc(C2=NCCn3c2c2ccccc2[n+]3[O-])cc1Cl,8.3%,?,-9%,2%,57%,
O=C(NCCS(=O)(=O)NCCc1ccccc1)c1ccccc1,1.6%,-13%,8%,0%,0%,
OC1/C(=C/c2ccc(C(F)(F)F)cc2)N2CCC1CC2 (stereo unspecified),1.8%,1%,9%,0%,25%,
CNC(=S)NCCc1cc2c(OC)ccc(OC)c2[nH]c1=O,0.7%,7%,-2%,1%,21%,
COc1ccc(-c2nc(C#N)c(NCc3ccc(C)cc3)o2)cc1OC,1.7%,3%,-4%,-1%,-1%,
Cc1nn(CC(=O)Nc2cc(S(=O)(=O)N(C)C)ccc2Cl)c(C)c1[N+](=O)[O-],0.5%,-2%,1%,-1%,31%,
CC(O)[C@H]1CNC(=O)C(=O)N1CCC12CC3CC(CC(C3)C1)C2 (stereo partly specified),4.7%,-4%,-17%,-16%,6%,
CC(=O)c1c(C)[nH]c(C(=O)N2CC(C)CC(C)C2)c1C (stereo unspecified),1.1%,-4%,-7%,-17%,17%,
CCCCCCc1c(C)[nH]c2nc3ccccc3n2c1=O,0.7%,3%,1%,3%,10%,
Cc1ccc(C)n1-c1sc2c(c1C#N)CCCC2,0.8%,-3%,5%,7%,7%,
Cc1ccc(-c2nn(-c3ccccc3)cc2C2CC(c3cccs3)=NN2C(=O)CCC(=O)O)cc1 (stereo unspecified),2.1%,-2%,-3%,-3%,6%,
CCOc1ccc(NC(=S)N(CCc2c(C)[nH]c3ccc(C)cc23)Cc2ccco2)cc1,?,5%,.,1%,53%,
CN(CC1CCCN(CCc2cccc(C(F)(F)F)c2)C1)C(=O)c1ccco1 (stereo unspecified),i,10%,-3%,5%,26%,
CCC(=O)Nc1cccc(C2=NOC3(C2)C[C@@H](C(N)=O)N(C(=O)C2(C)CC2)C3)c1 (stereo partly specified),0.3%,-4%,0%,-2%,1%,
Cc1[nH]c(=O)c(Cc2ccccc2)c(O)c1C#N,0.4%,3%,6%,0%,-18%,
O=S1(=O)C=C(SCc2ccc(F)cc2)Nc2ccccc21,i,-3%,-17%,-5%,19%,
Cn1cccc1Cc1nnc(SCC(=O)Nc2cccc(F)c2)n1-c1ccc(F)cc1,3.1%,-14%,-7%,16%,30%,
Cc1cc(C(=O)O/N=C(\N)c2ccncc2)ccc1[N+](=O)[O-],4.4%,2%,2%,-8%,4%,
O=C(COc1ccc(Cl)cc1Cl)N(C1CCCCC1)C1CCS(=O)(=O)C1 (stereo unspecified),4.2%,3%,.,-14%,12%,
N#Cc1c(NC(=O)CSc2ncn[nH]2)sc2c1CCCC2,2.0%,51%,4%,5%,60%,
O=C(/C=C/c1ccco1)N1CCN(S(=O)(=O)c2cccc([N+](=O)[O-])c2)CC1,i,0%,.,-4%,20%,
CCCC1CC(=O)OC1(C)C(=O)CSc1n[nH]c(-c2ccccc2)n1 (stereo unspecified),.,1%,-2%,.,1%,
Cc1ccnc(NC(=O)CCC(=O)N(CC(=O)NCCc2ccccc2)Cc2cccs2)c1,1.5%,-2%,5%,-9%,3%,
Cc1ccc(NC(=O)CN(C)C(=O)CCOc2cccc(C)c2)cc1,i,0%,1%,8%,21%,
COc1cc(-c2noc(C3CCCN(S(=O)(=O)c4cccc(Cl)c4)C3)n2)cc(OC)c1OC (stereo unspecified),i,-1%,4%,2%,-3%,
CCN1CCN(C(=O)c2ccc(COc3ccc(Cl)cc3)o2)CC1,i,-4%,-17%,-3%,26%,
CCOC(=O)[C@@H]1[C@H]2COc3cc(OC)ccc3[C@H]2N2C(=O)N(c3ccc(OC)cc3)C(=O)[C@]12C,0.2%,0%,.,1%,-18%,
CC(=O)N1CCN(c2nnnn2-c2ccccc2)CC1,i,-9%,3%,-13%,-16%,
O=C(CCCOc1ccc(Br)cc1)Nc1ccc(S(=O)(=O)N2CCOCC2)cc1,i,8%,4%,-6%,28%,
Cc1cc(Nc2ccccc2Br)n2nc(C)nc2n1,i,-2%,-10%,-4%,21%,
Cc1ccc(C(=O)N/C(=C/c2ccccc2)C(=O)NCc2ccncc2)cc1,0.9%,-3%,-4%,.,-10%,
C/C(=N/NC(=O)CCCOc1ccc(Cl)cc1Cl)c1ccc(C)o1,1.2%,-6%,-2%,4%,3%,
Cc1nnc(NC(=O)CSc2nnc(-c3ccccc3)n2C)s1,i,-2%,7%,8%,-6%,
CCOc1ccccc1Nc1nc(-c2sc(NC(=O)c3ccccc3)nc2C)cs1,.,-1%,-19%,.,14%,
CCN(CC)c1ccc(N=Cc2cc(Br)ccc2O)cc1,0.3%,2%,1%,-1%,28%,
O=C(CN1C(=O)NC2(CCCC2)C1=O)Nc1ccc(F)cc1,1.6%,9%,-1%,2%,5%,
CCOC(=O)c1c(C)[nH]c(N=Nc2ccccc2)c1C,8.2%,?,-18%,0%,63%,
CCC(C)[C@H](NC(=O)C1CCN(C(=O)[C@H](Cc2ccccc2)NC(=O)OC(C)(C)C)CC1)C(=O)O (stereo partly specified),0.3%,2%,-7%,4%,-7%,
CCn1c(=O)cc(OCC(=O)Nc2nc(C)cs2)c2ccccc21,10%,-2%,.,4%,.,
NN=C1c2ccccc2-c2ccc(N)cc21,2.1%,.,.,10%,.,
CCCc1nnc(NC(=O)CCC(=O)N2CCN(S(=O)(=O)c3ccc(F)cc3)CC2)s1,0.4%,-1%,11%,-3%,1%,
COc1ccccc1NC(=O)c1ccc(-c2ccccc2F)o1,i,15%,-3%,-2%,7%,

# Compounds listed so far that contain a COOH group:
SMILES,VEEV TC-83 Vero,M. tuberculosis HTS,PhoP GFP inhibition,influenza NS1A,M. tuberculosis,others
O=C(O)C1CSC2(c3ccc(F)cc3)CCC(=O)N12 (stereo unspecified),0.5%,0%,-5%,-6%,2%,
Cc1ccc(-c2nn(-c3ccccc3)cc2C2CC(c3cccs3)=NN2C(=O)CCC(=O)O)cc1 (stereo unspecified),2.1%,-2%,-3%,-3%,6%,
CCC(C)[C@H](NC(=O)C1CCN(C(=O)[C@H](Cc2ccccc2)NC(=O)OC(C)(C)C)CC1)C(=O)O (stereo partly specified),0.3%,2%,-7%,4%,-7%,

# Carrying on:
SMILES,VEEV TC-83 Vero,M. tuberculosis HTS,PhoP GFP inhibition,influenza NS1A,M. tuberculosis,others
COc1ccc(C)cc1NC(=O)C1CCN(C(=O)c2ccc(C(C)(C)C)cc2)CC1,2.0%,1%,11%,14%,18%,
CCOc1ccc(S(=O)(=O)N2CCN(C(=O)c3ccncc3)CC2)cc1,1.5%,-3%,-3%,-2%,4%,
Nn1c(SCC(=O)Nc2ccc(S(=O)(=O)N3CCCC3)cc2)nnc1C(F)(F)F,1.9%,-3%,-1%,0%,9%,
CC(/C=C/c1ccc(C)o1)=C\C(=O)O,5.6%,9%,-8%,-6%,28%,
COc1cc(SC)ccc1C(=O)N1CCN(c2ccc(O)cc2)CC1,1.9%,3%,-2%,4%,36%,
CCOC(=O)C1CCN(C(=O)COC(=O)C23CC4CC(CC(C4)C2)C3)CC1,1.7%,9%,.,3%,9%,
COc1ccc(CNC(=O)COC(=O)c2n[nH]c3ccccc23)cc1OC,2.6%,3%,-18%,-2%,9%,

# High-throughput results (PubChem)
